LMPTP block = LMPTP (human) inhibition. 0.22% of 360,000 active. P24666. inhibition, % at 20 µM. recombinant LMPTP-A, OMFP fluorogenic substrate, fluorescence intensity;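 active = compounds that cut the enzyme signal by at least half of the control window in the single-dose screen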;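 also: plate controls were DMSO wells with enzyme plus substrate for no effect and substrate without enzyme for full effect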
Target sequence (P24666 whole entry, looked up): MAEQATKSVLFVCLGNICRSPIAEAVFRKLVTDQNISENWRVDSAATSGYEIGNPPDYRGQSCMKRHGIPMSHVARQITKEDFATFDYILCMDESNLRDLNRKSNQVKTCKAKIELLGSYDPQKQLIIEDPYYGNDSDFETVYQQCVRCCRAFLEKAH
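Assay system: LMPTP-A phosphatase enzyme | Input: 0.625 nM enzyme | Also added: Fluorogenic phosphatase substrate OMFP at 400 µM final | Compound dosing: One test concentration per compound, 20 µM, with 3% DMSO overall | Schedule: 50 min enzyme reaction at room temperature, protected from light | Signal: Fluorescence intensity | Benchmarks: no-enzyme and uninhibited controls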
CSN inh = CSN deneddylation inhibition. 0.38% of 360,000 active. inhibition, % at 12.5 µM. Q92905. Purified CSN, SCF-Nedd8-OG deneddylation, fluorescence polarization;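 active = pattern-corrected inhibition above about 35%, with an unprinted fluorescence ratio check between 0.5 and 1.5, limit read from the data, passing the limit was not always enough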;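 also: 0% = enzyme with substrate and 100% = substrate without enzyme; some results filed as inactive read as strong as hits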
Target sequence (Q92905 whole entry, looked up, one chain of several): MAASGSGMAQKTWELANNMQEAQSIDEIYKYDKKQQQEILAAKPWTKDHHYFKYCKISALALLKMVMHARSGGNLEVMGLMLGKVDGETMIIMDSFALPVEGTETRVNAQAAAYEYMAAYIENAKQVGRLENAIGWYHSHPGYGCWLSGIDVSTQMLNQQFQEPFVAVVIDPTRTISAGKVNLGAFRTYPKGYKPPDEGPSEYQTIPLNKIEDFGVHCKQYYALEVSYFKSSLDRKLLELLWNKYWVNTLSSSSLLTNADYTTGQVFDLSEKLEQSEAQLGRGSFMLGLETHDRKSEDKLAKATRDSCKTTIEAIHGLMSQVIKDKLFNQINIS
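Assay system: purified human Csn5 enzyme expressed in HEK293T cells; measure: % inhibition; also added: SCFSkp2-Nedd8OG substrate at 10 nM final; technique: fluorescence polarization; times: reaction 90 min, room temperature; medium: Tris buffer pH 7.5, NaCl, DTT, Tween-20, trehalose, ovalbumin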
Rin1 Abl inh = blocks binding of human Rin1 to Abl. P00519+Q13671. TR-FRET Rin1/Abl binding, biochemical. inhibition, % at 7.35 µM. 0.4% of 360,000 active; in the data active = inhibition above about 5%, passing the limit was not always enough
SUMO1 PPI mod = SUMO1-SIM interaction modulation; SUMO1 binding to a labelled peptide, TR-FRET, 1 h; inhibition, % at 20 µM; 0.33% of 360,000 active; AID 602429; in the data active = inhibition above about 37%
DNMT1 block = inhibitors of human DNMT1 | P26358 | DNMT1 molecular beacon, Hinp1I cleavage, fluorescence | inhibition (reported as % activation of signal), % at 10 µM | 0.83% of 360,000 active; in the data active = inhibition above about 50%
Rpn11 block = Rpn11 (human) deubiquitinase inhibition; O00487; human 26S proteasome, Ub4-pepOG fluorescence polarization; 20S core pre-blocked with epoxomicin; calls only at 20 µM; 0.59% of 360,000 active; AID 588493;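 active = inhibition at 20 µM, scaled to each plate's controls, above about 33%, limit read from the data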
Neddylation inh = cullin neddylation inhibition | P61081+Q13564 | AID 651699 | TR-FRET cullin neddylation, biochemical | 0.58% of 360,000 active | calls only at 25 µM; in the data active = inhibition above about 36%
STEP inh = STEP (human) phosphatase inhibition; P54829; recombinant STEP, OMFP fluorogenic substrate, fluorescence; inhibition, % at 20 µM; 0.25% of 360,000 active; AID 588621;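 active = inhibition at 20 µM, scaled per plate between control wells, above about 37%, limit read from the data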;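 also: 0% = DMSO with enzyme and substrate and 100% = substrate only without enzyme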
Target sequence (P54829 whole entry, looked up): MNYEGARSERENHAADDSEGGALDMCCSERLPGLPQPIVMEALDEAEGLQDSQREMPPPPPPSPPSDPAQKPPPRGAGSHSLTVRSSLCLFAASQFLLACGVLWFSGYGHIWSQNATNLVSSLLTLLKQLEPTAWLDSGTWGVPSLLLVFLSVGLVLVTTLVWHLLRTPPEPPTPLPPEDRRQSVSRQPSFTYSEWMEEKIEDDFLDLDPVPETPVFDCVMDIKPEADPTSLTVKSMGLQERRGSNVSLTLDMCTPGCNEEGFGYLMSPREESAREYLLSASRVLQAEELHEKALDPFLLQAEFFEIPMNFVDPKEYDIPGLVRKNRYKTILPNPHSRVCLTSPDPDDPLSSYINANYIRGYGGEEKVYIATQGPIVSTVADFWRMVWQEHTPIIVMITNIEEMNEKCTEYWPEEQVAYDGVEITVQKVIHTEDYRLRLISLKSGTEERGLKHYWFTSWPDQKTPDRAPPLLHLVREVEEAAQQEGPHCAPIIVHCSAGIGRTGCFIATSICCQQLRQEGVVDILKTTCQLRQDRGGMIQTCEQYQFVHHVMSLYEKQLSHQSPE
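material = STEP tyrosine phosphatase | reagent = fluorogenic phosphatase substrate OMFP at 25 µM final | doses = single compound dose of 20 µM, 1% DMSO final | schedule = 20 min reaction, room temperature, in the dark | measured by = fluorescence, 480/540 nm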
NadD inh = NadD (S. aureus) enzyme inhibition. inhibition, % at 20 µM. purified NadD enzyme, colorimetric absorbance read-out. 0.78% of 360,000 active. AID 602399; in the data active = inhibition above about 26%; also: some compounds past the cut are filed as inactive
Scp-1 inhibitor = Scp-1 (human) phosphatase inhibition | Q9GZU7 | 0.88% of 340,000 active | inhibition, % at 20 µM | Recombinant Scp1, phosphopeptide, malachite green phosphate absorbance;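 active = inhibition above about 50% at 20 µM, limit read from the data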;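 also: plate controls were DMSO wells with enzyme for no effect and wells lacking enzyme for full effect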
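System: SCP-1 catalytic domain; Reagent: Phospho 17-mer peptide substrate; Doses: one concentration, 20 µM, with 1.0% DMSO; Incubation: 45 min room-temperature reaction, 5 min colour, 30 min stabiliser; Signal: Phosphate-binding colour reagent, absorbance read at 630 nm.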
An asterisk follows results filed as active; i = inactive; / = no result given.

item	SMILES	LMPTP block	CSN inh	Rin1 Abl inh	SUMO1 PPI mod	DNMT1 block	Rpn11 block	Neddylation inh	STEP inh	NadD inh	Scp-1 inhibitor
1	C[N+](C)(C)CCN(Cc1ccc(Cl)cc1)c1ccccn1	-2.9	3	1	2	-1	i	i	-8	6	33
2	C/C(=N\Nc1ccc(Cl)c(C(=O)O)c1)c1cccc2ccccc12	-0.8	2	-3	15	9	i	i	8	-5	37
3	COC(=O)c1ccc2nc(-c3cccc(Cl)c3)c(CC3CCCCC3)n2c1	3.5	-2	/	5	/	/	/	/	17	/
4	O=C(NCC1CCCO1)c1cn(Cc2ccccc2)nc1-c1ccccc1 (stereo not given)	-1.0	-4	1	1	5	i	i	8	-3	-4
5	N#Cc1c(-c2ccccc2)cc(-c2ccccc2)[nH]c1=O	-1.8	1	-3	-18	3	i	i	1	-4	-10
6	COc1cc2nc(C3CCC3)n(NC(=O)C3CCCC(OC)C3)c(=O)c2cc1OC (stereo not given)	-0.5	-1	-4	-1	3	i	i	-3	2	-2
7	Cc1cccc(C(=O)O/N=C2\CCCc3ccccc32)c1	2.0	-5	2	4	-1	i	i	1	-2	-12
8	O=C(NCc1ccco1)/C(=C\c1cccs1)NC(=O)c1ccsc1	0.6	-6	-2	-6	16	i	i	-2	2	13
9	COc1ccc(C)cc1S(=O)(=O)N1CCCC(C(=O)NCC2CCCO2)C1 (stereo not given)	-1.5	-1	4	-2	1	i	i	-2	-3	-3
10	CC(C)OC(=O)C1CC(C)(O)C(=O)C(C(=O)OC(C)C)C1c1ccc([N+](=O)[O-])cc1 (stereo not given)	-0.2	6	-1	-6	3	i	i	-2	-5	2
11	Cc1nc(S/C(=C/c2ccc(-c3ccc(C(=O)O)cc3)o2)C(=O)O)n[nH]1	0.1	10	-3	8	28	i	i	15	2	75*
12	CCCCN1C(=O)C(CC(=O)NCCc2ccccn2)CC(C(=O)N2CCOCC2)=C1C (stereo not given)	-1.3	-3	-5	0	5	i	i	0	5	/
13	Cc1cc(Cl)ccc1OCCCC(=O)N1CCN(C)CC1	0.1	-1	2	3	-1	i	i	-14	-3	-2
14	COC(=O)CCSCC(=O)Nc1ccc(S(=O)(=O)N2CCOCC2)cc1OC	-0.2	-3	1	-8	-1	i	i	1	-2	-8
15	COCCn1c(C)cc(C(=O)CSc2nc(C)nc3sc4c(c23)CCC4)c1C	2.3	3	-1	-3	-1	i	i	4	-1	0
16	O=C(NCCCN1CCOCC1)C(=O)NCC1OCCN1S(=O)(=O)c1ccc(F)cc1 (stereo not given)	-5.1	1	1	-7	1	i	i	1	-6	-9
17	Cc1c(C(=O)N2CCN(c3ncccn3)CC2)sc2nc3n(c(=O)c12)CCCC3	-1.7	-3	-5	4	0	i	i	0	3	-4
18	CC(C)N1CCN(c2ccncc2S(=O)(=O)N2CCOCC2)CC1	-3.1	2	3	1	3	i	i	-4	-3	-7
19	Cc1c(C)n(C)c2ccc(C(=O)NCCCN3CCN(c4ccccc4F)CC3)cc12	2.3	0	1	2	-11	i	i	3	7	1
20	COc1ccc(NC(=O)CCSc2cc(C)c3ccccc3n2)cc1	-0.1	1	-3	-1	-6	i	i	-2	1	-6
21	Cc1ccc(S(=O)(=O)N2C[C@H]3[C@H]4C(=O)N(Cc5ccccc5)C(=O)[C@H]4CC(=O)[C@H]3[C@@H]2c2ccccc2Cl)cc1	2.2	-6	5	8	-3	i	i	1	1	/
22	COc1ccc(/C=C/C(=O)N2CCC(c3ccccc3)C2)cc1 (stereo not given)	0.4	-12	0	-4	4	i	i	-2	0	1
23	COc1cc(C2NC(=S)NC(c3ccccc3)=C2C(C)=O)cc(Br)c1OCC(N)=O (stereo not given)	0.4	-3	-4	4	0	i	i	-1	0	1
24	Cc1cccc(NC(=O)Nc2ccc(Oc3c(F)c(F)c(F)c(F)c3F)cc2)c1	0.5	5	3	0	5	i	i	0	7	-3
25	CC1=C(C)CC(C(=O)NCc2c(F)cccc2Cl)C(C(=O)O)C1 (stereo not given)	-0.8	3	6	-1	1	i	i	-1	-5	-12
26	Cc1csc(NC(=O)C(NS(=O)(=O)c2ccc(Br)s2)c2ccccc2)n1 (stereo not given)	-0.2	-4	2	0	0	i	i	0	3	-5
27	CCC(C)c1ccccc1NS(=O)(=O)c1cnn(CC)c1 (stereo not given)	-0.6	8	1	2	3	i	i	0	-6	1
28	Cc1ccc(S(=O)(=O)NCC(=O)N2CCN(c3ccccn3)CC2)cc1	-0.9	-2	-1	1	1	i	i	-1	1	-2
29	C=CCC[C@H](CCCCC)OC(=O)/C=C/[C@@H](O)[C@H](O)C[C@@H](O)CC=C	-0.8	0	/	1	/	/	i	/	-11	/
30	CCOC(=O)CNC1CC(=O)N(c2cccc(Cl)c2)C1=O (stereo not given)	-2.0	-5	1	-4	-3	i	i	0	3	-12
31	CCc1ccc(S(=O)(=O)Nc2nccs2)cc1	-2.7	5	1	3	2	i	i	1	4	-2
32	CSc1cccc(NC(=O)COc2ccccc2C)c1	1.5	-5	3	1	-3	i	i	1	-5	-4
33	O=S(=O)(NCC(c1cccnc1)N1CCN(c2ccc(F)cc2)CC1)c1ccc(F)cc1 (stereo not given)	-0.3	3	1	6	-2	i	i	-5	-6	-8
34	CN1C(=O)/C(=C\c2cccc(OCc3ccccc3)c2)SC1=S	1.1	4	-1	3	1	i	i	2	3	-13
35	O=C(Cn1nc(Cl)nc1Cl)Nc1ccccc1	-0.1	3	0	0	1	i	i	1	1	-8
36	CC(=O)Nc1ccccc1OCC(=O)NCCc1ccc(Cl)cc1Cl	-1.4	-10	-1	1	-4	i	i	-3	-6	-3
37	O=C(CCS(=O)(=O)c1ccc(Cl)cc1)NCCC1=CCCCC1	0.5	2	3	-2	2	i	i	1	-2	-7
38	Cc1cc(C)cc(C(=O)NC(CC(N)=O)c2ccc(NCCN3CCCC3)c([N+](=O)[O-])c2)c1 (stereo not given)	-2.2	-2	-2	-12	-1	i	i	-3	-3	-7
39	CCCCNC(C(=O)Nc1cccc(S(=O)(=O)N2CCOCC2)c1)c1ccccc1 (stereo not given)	-1.1	1	0	0	3	i	i	-2	-6	0
40	C=CCC(C#Cc1ccc(C)cc1)N(CC)CC (stereo not given)	0.1	0	-1	0	0	i	i	0	-2	-5

5 entries from above, with two lines to a compound.
The line under a structure holds: LMPTP block	CSN inh	Rin1 Abl inh	SUMO1 PPI mod	DNMT1 block	Rpn11 block	Neddylation inh	STEP inh	NadD inh	Scp-1 inhibitor
35	O=C(Cn1nc(Cl)nc1Cl)Nc1ccccc1
→ -0.1	3	0	0	1	i	i	1	1	-8
36	CC(=O)Nc1ccccc1OCC(=O)NCCc1ccc(Cl)cc1Cl
→ -1.4	-10	-1	1	-4	i	i	-3	-6	-3
37	O=C(CCS(=O)(=O)c1ccc(Cl)cc1)NCCC1=CCCCC1
→ 0.5	2	3	-2	2	i	i	1	-2	-7
38	Cc1cc(C)cc(C(=O)NC(CC(N)=O)c2ccc(NCCN3CCCC3)c([N+](=O)[O-])c2)c1 (stereo not given)
→ -2.2	-2	-2	-12	-1	i	i	-3	-3	-7
39	CCCCNC(C(=O)Nc1cccc(S(=O)(=O)N2CCOCC2)c1)c1ccccc1 (stereo not given)
→ -1.1	1	0	0	3	i	i	-2	-6	0

Remaining list, next part:
item	SMILES	LMPTP block	CSN inh	Rin1 Abl inh	SUMO1 PPI mod	DNMT1 block	Rpn11 block	Neddylation inh	STEP inh	NadD inh	Scp-1 inhibitor
41	O=C(Cn1nnc(-c2cccs2)n1)NCc1ccco1	-1.1	1	0	15	3	i	i	-3	-3	9
42	CS(=O)(=O)N1Cc2ccccc2CC1C(=O)OCC(=O)NCc1ccccc1 (stereo not given)	1.5	6	1	1	4	i	i	1	3	37
43	Cc1ccc2nc(SCn3nnc4ccccc4c3=O)[nH]c2c1	-1.1	-3	3	-8	1	i	i	0	-1	-2
44	Cc1ccc(C(=O)Nc2ccc3c(c2)OCO3)cc1NC(=O)c1ccco1	2.6	-10	-2	-1	-5	i	i	9	0	-3
45	CC(CNC(=O)Cn1ccc(N)nc1=O)c1ccccc1 (stereo not given)	0.0	-6	-1	-6	4	i	i	0	1	-8
46	CCN(CC1CCCO1)C(=O)c1cc(COc2ccc(OC)cc2Cl)on1 (stereo not given)	0.6	-1	0	0	-2	i	i	-1	-3	-6
47	COc1ccc(NC(=O)Cn2c(NCC(C)O)nc3ccccc32)cc1Cl (stereo not given)	-0.3	7	4	2	2	i	i	-3	-6	-11
48	CCOC(=O)N(C)C[C@@H]1OCc2ccccc2-c2c(n(C)c3ccccc23)C(=O)N([C@H](C)CO)C[C@H]1C	-3.9	-2	1	2	7	i	i	1	-4	/
49	O=C(NCc1nc2ccccc2[nH]1)C1=C[C@@H](c2ccccc2)C[C@@H](OCCCCO)O1	-1.0	-1	-1	2	-2	i	i	-2	-3	0
50	COc1ccc(CNC(=S)Nc2ccc3nc(N4CCN(C)CC4)cc(C)c3c2)cc1	-2.2	2	-6	-12	0	i	i	3	-5	-1
51	O=C(NNC(=O)c1ccc[nH]1)Nc1cccc(C(F)(F)F)c1	-2.8	4	0	1	2	i	i	0	-3	-3
52	O=C1/C(=C\c2ccsc2)N2CCC1CC2	-0.8	-4	-1	-2	-1	i	i	-2	-3	-7
53	COc1cc(Cc2nc3ccccc3n2C(C)c2nc3ccccc3[nH]2)cc(OC)c1 (stereo not given)	0.1	4	/	-2	/	/	i	/	/	/
54	O=C(CCc1nnc(-c2ccccc2)o1)c1ccc(Cl)cc1	-0.2	7	0	-8	-1	i	i	1	-4	10
55	c1ccc(Cn2c(Sc3nnnn3-c3ccccc3)nnc2-c2ccccc2)cc1	0.5	4	-1	-4	0	i	i	1	-1	-4
56	Cc1ccccc1NC(=O)c1ccc(-n2cncn2)nc1	-0.7	-2	4	8	2	i	i	-1	6	-6
57	Cc1ccc(C)c(NC(=O)COC(=O)c2nn(C)c(=O)c3ccccc23)c1	-1.0	2	4	-6	0	i	i	-2	0	-8
58	N#Cc1c(F)cccc1NCc1cccs1	0.0	-1	0	4	0	i	i	0	-5	-8
59	c1ccc(-c2cccc(-c3ccccn3)n2)nc1	-1.8	1	-13	0	2	i	i	-3	-6	-3
60	C/C(CC(=O)Nc1cc(C)ccn1)=N\NC(=O)c1cccc(F)c1	-0.3	-1	3	3	-5	i	i	-2	4	-1
61	CCc1noc(C)c1C(=O)NNC(=O)c1nn(CC)c(=O)c2ccccc12	-2.3	-2	1	-3	1	i	i	0	-2	-8
62	COCC(C)n1c(C)cc(C(=O)CSc2nnnn2-c2ccc(O)cc2)c1C (stereo not given)	-0.2	0	1	-5	4	i	i	-1	-8	-4
63	Brc1ccc(CN2CCCCCC2)cc1	-1.8	2	6	5	1	i	i	-2	2	-3

High-throughput results deposited in PubChem BioAssay by several laboratories.
